CIT2-GFP yeast – modulators of CIT2-GFP expression in yeast, primary screen, S. cerevisiae, GFP fusion, multiplex flow cytometry, MLPCN library. S. cerevisiae CIT2-GFP strain, 3 h; 100 means same as DMSO wells. GFP response vs DMSO, % at 10 µM. 320,000 compounds, 0.065% hits;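 active = GFP response relative to DMSO above a set limit, near the screen mean plus 3 SD, cut at about 150% in these data; inconclusive = Fewer than 70 cells measured for a yeast strain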;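 note: ratio of well median GFP fluorescence to mean of DMSO wells on the plate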
GRK2 aptamer HTS – compounds blocking aptamer binding on GRK2 – biochemical, human GRK2, bead flow cytometry, HTS, primary screen; Beta-adrenergic receptor kinase 1 (Homo sapiens), P25098; FAM-aptamer displacement from GRK2; inhibition of aptamer binding, % at 10 µM; 330,000 compounds, 0.59% hits;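 active = inhibition of aptamer binding above 40%, roughly 3 SD of noise, on plates passing a quality check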;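 note: median bead fluorescence of bound FAM aptamer so fluorescent compounds give negative values; no value below 0 was filed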
Target sequence (P25098 whole entry, looked up): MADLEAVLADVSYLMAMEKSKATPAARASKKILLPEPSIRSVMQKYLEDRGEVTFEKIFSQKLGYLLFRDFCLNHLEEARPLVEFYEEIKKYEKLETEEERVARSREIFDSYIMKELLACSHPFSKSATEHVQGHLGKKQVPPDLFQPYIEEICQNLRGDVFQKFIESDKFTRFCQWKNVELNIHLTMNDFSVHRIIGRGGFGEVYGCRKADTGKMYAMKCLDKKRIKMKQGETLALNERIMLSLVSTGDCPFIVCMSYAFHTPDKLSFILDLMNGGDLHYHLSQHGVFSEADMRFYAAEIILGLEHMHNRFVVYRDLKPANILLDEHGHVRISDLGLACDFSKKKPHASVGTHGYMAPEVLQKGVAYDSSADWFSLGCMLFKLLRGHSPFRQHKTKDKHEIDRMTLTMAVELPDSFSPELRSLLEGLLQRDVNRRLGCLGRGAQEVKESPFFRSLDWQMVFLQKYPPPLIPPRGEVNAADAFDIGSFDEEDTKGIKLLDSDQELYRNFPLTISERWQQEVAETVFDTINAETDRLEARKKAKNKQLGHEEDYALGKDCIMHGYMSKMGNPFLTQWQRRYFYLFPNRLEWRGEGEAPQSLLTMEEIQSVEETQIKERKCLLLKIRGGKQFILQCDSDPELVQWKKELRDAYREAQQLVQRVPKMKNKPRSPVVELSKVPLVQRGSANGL
VLA-4 inh – inhibition in human VLA-4 binding assay, primary screen, VLA-4 allosteric modulator project, MLPCN library, flow cytometry, VLA-4 expressing cells. ligand binding flow cytometry. inhibition, % (about 7 µM as worked out from the volumes in the protocol). 330,000 compounds, 0.2% hits. AID 2557, 2010; in the data active = inhibition above about 50%
GLD-1 TGE inh – GLD-1/TGE RNA complex disruptors, primary screen, biochemical, fluorescence polarization; Female germline-specific tumor suppressor gld-1 (Caenorhabditis elegans), Q17339; purified GLD-1 + fluorescein TGE RNA; inhibition, % at 5.96 µM; 320,000 compounds, 0.44% hits;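 active = percent inhibition above a per-plate cutoff, the plate mean of test compounds plus 3 SD, cut at about 30% in these data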;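 note: 0% = DMSO wells with GLD-1 and probe and 100% = wells lacking GLD-1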
AGP1 TOR yeast – modulators of AGP1-GFP expression in yeast TOR pathway, primary screen, cell-based, multiplex flow cytometry, S. cerevisiae, MLPCN library | GFP response vs DMSO, % at 10 µM | 3 h; GFP as percent of DMSO wells | 320,000 compounds, 0.02% hits;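 active = GFP response relative to DMSO above a set limit, near screen average plus 3 SD, cut at about 150% in these data; inconclusive = fewer than 70 cells counted for the yeast strain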;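 note: median GFP channel fluorescence of the gated AGP1 strain per well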
Fam108B counter – mouse Fam108B serine hydrolase inhibitors, primary screen, counter-screen for RBBP9 inhibitor project, biochemical, fluorescence polarization. inhibition, % at 9.51 µM. 300,000 compounds, 0.33% hits. recombinant Fam108B, FP-Rh probe fluorescence polarization;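 active = inhibition above the screen mean inhibition plus 3 SD, computed separately per campaign, cut at about 18% in these data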;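 note: inhibitors lower polarization as less probe binds the enzyme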
MEX-5 binding – MEX-5 zinc finger RNA-binding disruptors – biochemical, C. elegans, fluorescence polarization, MLPCN library, primary screen; activity score (negative = inhibition of binding), % at 10 µM; 300,000 compounds, 0.38% hits; MEX-5/FITC-TCR2 RNA binding; stronger effect = lower value; Zinc finger protein mex-5 (Caenorhabditis elegans), Q9XUB2;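 active = inhibition past about -25% in most replicates, and total fluorescence under double the plate's negative control median, limit read from the data; inconclusive = replicates evenly split on the limit, or fluorescence at least double controls; inactive = too little inhibition in most replicates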;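 note: 0% = DMSO and -100% = 5 µM competing unlabeled TCR2 RNA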
Bcl-xL primary – inhibitors of human Bcl-xL, primary screen, biochemical, fluorescence polarization, HTS | GST-Bcl-xL / FITC-Bim BH3 peptide fluorescence polarization | inhibition, % at 10.9 µM | AID 2129, 2009 | 320,000 compounds, 0.7% hits;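 active = inhibition above the mean of all tested compounds plus 3 SD, cutoff set per campaign, cut at about 30% in these data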;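 note: 0% = DMSO wells and 100% = unlabeled Bim-BH3 peptide competitor; inhibitors lower millipolarization by displacing the labeled peptide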
Target sequence (Q07817 whole entry, looked up): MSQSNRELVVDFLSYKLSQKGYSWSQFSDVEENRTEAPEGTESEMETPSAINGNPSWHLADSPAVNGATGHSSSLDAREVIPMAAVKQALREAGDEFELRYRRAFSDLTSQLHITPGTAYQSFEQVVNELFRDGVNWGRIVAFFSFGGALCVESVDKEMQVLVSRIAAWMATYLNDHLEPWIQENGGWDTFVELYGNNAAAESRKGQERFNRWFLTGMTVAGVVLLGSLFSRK
MCL1-BIM inh – inhibitors of MCL1 binding to BIM-BH3, primary screen, biochemical, fluorescence polarization | GST-MCL1 / FITC-Bim-BH3 fluorescence polarization | inhibition, % at 10.9 µM | AID 2057, 2009 | Induced myeloid leukemia cell differentiation protein Mcl-1 (Homo sapiens), Q07820 | 320,000 compounds, 0.68% hits;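 active = inhibition above the mean inhibition of all tested compounds plus 3 SD, set per campaign, cut at about 40% in these data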;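 note: 0% = DMSO wells and 100% = unlabeled Bim-BH3 peptide control; higher means more loss of mP so more displacement of Bim peptide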
Active calls of the source: *; ? = inconclusive; · = not tested or not shown; [ ] = another dose, or the depositor's remark.

SMILES	CIT2-GFP yeast	GRK2 aptamer HTS	VLA-4 inh	GLD-1 TGE inh	AGP1 TOR yeast	Fam108B counter	MEX-5 binding	Bcl-xL primary	MCL1-BIM inh
O=C(CC(=O)Nc1cccnc1)Nc1cccnc1	114	1	2	5	102	6	-1.0	3	-3
O=C(c1ccc(NS(=O)(=O)c2ccc3[nH]c(=O)[nH]c3c2)cc1)N1CCCCC1	92	1	-4	-1	107	-1	-1.7	6	-1
CCOc1nc(NCCO)nc(Nc2cc(Cl)ccc2OC)n1	108	3	-8	-1	107	-2	-1.2	4	0
COc1ccc(C)cc1NC(=O)C1CCN(C(=O)c2ccco2)CC1	90	4	4	12	90	2	0.9	2	-2
CC(C)(C)NC(=O)c1cnn2c1NC(c1ccc(F)cc1)CC2C(F)(F)F (stereo unspecified)	105	0	5	-3	103	-4	1.8	2	2
O=Cc1cnc(N2CCCCC2)s1	90	5	-7	3	88	4	0.7	4	3
O=C1/C(=C/c2ccncc2)SC(=S)N1N1CCOCC1	90	1	1	-9	103	0	0.1	7	10
Cc1ccc(C(=O)NCCCc2ccccc2)s1	98	4	18	4	98	3	-1.7	0	-1
Cc1nnsc1C(=O)N/N=C/c1c(F)cccc1Cl	101	2	6	-6	99	-2	-3.5	1	-2
Cn1c(CCCNC(=O)c2cccs2)nc2ccccc21	98	0	-4	-1	93	3	1.1	3	0
CCOC(=O)C(=CNc1ccc(Oc2cncc(Cl)c2)nc1)C(=O)OCC	94	2	16	7	102	2	0.5	2	8
O=C1CN(c2ccccc2)C(=S)N1C(=O)c1ccc(Br)cc1	85	0	10	-7	91	-4	0.4	-1	0
C=C(C)CSc1nnc([C@@H]2CCCN2C(=O)OC(C)(C)C)o1	88	0	28	-1	93	-3	-0.2	2	-2
CCN(C(=O)c1ccc2c(OC)n(CC)nc2c1)c1ccc(OC)cc1	92	0	-3	-1	88	1	-0.6	2	-1
Cc1c(NC(=O)[C@@H](NC(=O)c2ccc(Cl)c([N+](=O)[O-])c2)C(C)C)c(=O)n(-c2ccccc2)n1C	94	0	0	2	94	·	·	·	·
COc1ccc(NC(=O)CSc2ccc(-c3cccnc3)nn2)c(OC)c1	95	0	1	2	100	0	-0.3	-1	-6
CC(=O)n1c(-c2ccccc2)c(-c2ccccc2)n(C)c1=O	89	0	1	3	96	2	1.1	-4	-8
O=C(NCC(=O)N(c1cccnc1)C(C(=O)NC1CCCC1)c1cccs1)c1ccco1 (stereo unspecified)	88	2	7	-9	85	2	-0.1	5	7
COc1ccc(NC(=O)CCNS(=O)(=O)c2cc(Br)cnc2N)cc1OC	98	2	-4	-6	100	-2	-0.8	1	8
O=C(Nc1cccc(NC(=O)c2cccc(Cl)c2)c1)c1cccnc1	93	0	-8	1	93	-3	0.8	1	5
O=C(COc1cccnc1[N+](=O)[O-])Nc1cc(S(=O)(=O)N2CCCCC2)ccc1Cl	105	0	10	0	115	3	2.1	-1	-2
CCC(C)(C)n1nnnc1C(c1ccccc1OC)N1CCN(C(=O)c2ccco2)CC1 (stereo unspecified)	108	9	14	-1	98	1	-0.2	6	5
O=C(O)c1ccccc1-c1ccccc1C(=O)Nc1nccs1	96	1	5	1	99	-2	-2.2	3	5
CC1CN(C2CCN(S(=O)(=O)Cc3ccccc3)CC2)CC(C)O1 (stereo unspecified)	101	0	8	2	99	4	0.7	0	-9
CCn1c(=O)c2cc(C(=O)Nc3ccc(OC)cc3OC)sc2c2ccccc21	98	0	2	1	96	-1	-0.3	-4	-4
Cc1cc(Cl)ccc1OC(C)C(=O)Nc1ccccc1N1CCOCC1 (stereo unspecified)	96	1	-1	-1	100	0	3.0	4	3
COC(=O)c1c(NC(=O)C(=O)NCCCN2CCOCC2)sc2c1CCC2	105	3	5	-4	106	0	-1.6	4	2
COc1ccc(S(=O)(=O)N(C)C)cc1NCC(=O)Nc1ccc(Br)c(C)c1	101	0	-11	-4	105	2	0.3	-6	-3
Cc1cccc(N=C2NC(=O)/C(=C/c3cccs3)S2)c1	98	0	7	-2	98	-7	-7.4	3	3
CCOc1ccc(-n2cnnn2)cc1S(=O)(=O)N1CCC(C)CC1C (stereo unspecified)	98	0	5	3	101	-1	-2.2	-3	-5
CC(C)(C)c1csc(NC(=O)c2ccc(Cl)s2)n1	84	0	28	8	·	-9	1.5	2	2
COc1cc(C(=O)N2CCN(C(=O)C3COc4ccccc4O3)CC2)cc(OC)c1OC (stereo unspecified)	106	3	-13	-1	103	7	-1.2	3	3
O=C(N[C@@H](Cc1ccc(O)cc1)C(=O)O)c1ccc(C(F)(F)F)cc1	93	3	-2	5	98	2	0.6	1	4
CCc1ccc(OCC(=O)NNC(=O)c2nn(CC)c(=O)c3ccccc23)cc1	110	1	0	0	112	-1	-1.1	4	2
Cc1ccc(Nc2cnn(C34CC5CC(CC(CC(=O)O)(C5)C3)C4)c(=O)c2Cl)c(Cl)c1	110	0	-17	-3	111	-3	0.0	7	4
Cc1ccccc1C1CC(c2cccs2)Nc2nnnn21 (stereo unspecified)	108	0	-8	-4	110	10	0.4	-1	-6
CC(=O)Nc1ccc(NS(=O)(=O)c2ccc(-c3cnc(C4CC4)o3)cc2)cc1	105	1	-13	3	98	3	2.8	5	4
CC(C)n1cnc2c(NCc3ccccc3)nc(NCc3ccccc3)nc21	83	0	-3	-2	94	8	-0.1	5	3
O=C(CCC1CCCN(C(=O)c2ccc3cc[nH]c3c2)C1)N1CCN(c2ccccn2)CC1 (stereo unspecified)	95	0	14	3	98	3	1.6	3	2
COc1ccccc1NC(=O)CCNS(=O)(=O)c1ccc2[nH]c(=O)oc2c1	98	6	-2	-1	104	-1	-1.7	5	1
COc1cc(C(=O)NCC(c2ccco2)N(C)C)cc(OC)c1OC (stereo unspecified)	97	2	-7	-2	99	0	1.6	1	1
COCCN1Cc2cccc(C(=O)NCc3ccccc3OC)c2C1=O	94	0	4	6	97	1	0.2	6	7
Cc1ccnc(N2CCC(C(=O)NC3CCCCCC3)CC2)n1	109	3	-13	0	104	-3	2.4	0	0
Cc1ccccc1OCCC(=O)OCC(=O)Nc1c(C)nn(-c2ccccc2)c1C	87	0	3	3	92	0	2.6	-12	-10
Cc1cc(C)cc(NC(=O)Nc2cc(-c3ccccc3)nn2C)c1	101	3	7	4	102	-1	1.6	2	-1
O=C(/C=C\c1ccco1)NC(=S)Nc1ccccc1O	83	1	0	8	92	4	-12	18	17
CN(Cc1ccccc1N1CCCC1)C(=O)c1cc2ccccc2o1	97	0	-30	-7	99	·	·	·	·
CCOC(=O)C1CCCN(C(=O)c2cc(-c3ccccc3)nc3ccccc23)C1 (stereo unspecified)	91	1	6	0	99	2	1.9	3	-1
N=c1c(C(=O)NCc2ccco2)cc2c(=O)n3ccccc3nc2n1Cc1ccccc1	?	2	13	11	23[may fluoresce violet]	7	-4.7	38*	48*
O=C(NCc1ccc(Cl)cc1)C1CCN(S(=O)(=O)c2cccs2)CC1	105	0	1	3	103	-2	-0.5	1	-5
COc1cc(SC)ccc1C(=O)NCCOc1ccc(C)c(C)c1	85	0	12	0	92	2	-0.5	1	-7
CCCC1CC(CSC(=N)N)OC1=O (stereo unspecified)	98	0	-4	-3	89	-4	-3.6	5	1
CC(=O)c1cccc(NC(=O)CSc2nnc(C(C)N(C)C)n2Cc2ccccc2)c1 (stereo unspecified)	111	0	-3	-6	108	0	0.9	-4	5
Cc1c(C(=O)O)oc2ccc(S(=O)(=O)NC3CCCCCCC3)cc12	89	4	0	-6	87	-5	-2.7	-1	-11
NC(=O)Nc1ccc(C(=O)OCC(=O)N2CCCC2=O)cc1	102	0	4	-1	104	·	·	0	2
COc1cccc(/C=N/NC(=O)Cn2cnc3c2c(=O)n(C)c(=O)n3C)c1	99	10	5	-5	109	0	-1.0	-2	-8
COc1ccc(C(=O)N2CCCCC2)cc1S(=O)(=O)Nc1cccc(C(=O)O)c1	83	0	3	1	88	-6	0.6	2	3
Cc1ccc2c(c1)c1c(n2CC2COC(C)(C)O2)C(=O)CCC1 (stereo unspecified)	98	0	2	-1	96	1	-0.1	2	9
CN(c1cccc(Cl)c1)S(=O)(=O)c1cccc(C(=O)NCc2ccncc2)c1	93	0	9	4	101	·	·	3	3
Cc1ccc(OCCC(=O)OCC(=O)NC2CCCC2)cc1	105	1	6	4	103	-3	1.2	-2	0

Nine successive compounds out of the list so far, quoted:
SMILES	CIT2-GFP yeast	GRK2 aptamer HTS	VLA-4 inh	GLD-1 TGE inh	AGP1 TOR yeast	Fam108B counter	MEX-5 binding	Bcl-xL primary	MCL1-BIM inh
CCCC1CC(CSC(=N)N)OC1=O (stereo unspecified)	98	0	-4	-3	89	-4	-3.6	5	1
CC(=O)c1cccc(NC(=O)CSc2nnc(C(C)N(C)C)n2Cc2ccccc2)c1 (stereo unspecified)	111	0	-3	-6	108	0	0.9	-4	5
Cc1c(C(=O)O)oc2ccc(S(=O)(=O)NC3CCCCCCC3)cc12	89	4	0	-6	87	-5	-2.7	-1	-11
NC(=O)Nc1ccc(C(=O)OCC(=O)N2CCCC2=O)cc1	102	0	4	-1	104	·	·	0	2
COc1cccc(/C=N/NC(=O)Cn2cnc3c2c(=O)n(C)c(=O)n3C)c1	99	10	5	-5	109	0	-1.0	-2	-8
COc1ccc(C(=O)N2CCCCC2)cc1S(=O)(=O)Nc1cccc(C(=O)O)c1	83	0	3	1	88	-6	0.6	2	3
Cc1ccc2c(c1)c1c(n2CC2COC(C)(C)O2)C(=O)CCC1 (stereo unspecified)	98	0	2	-1	96	1	-0.1	2	9
CN(c1cccc(Cl)c1)S(=O)(=O)c1cccc(C(=O)NCc2ccncc2)c1	93	0	9	4	101	·	·	3	3
Cc1ccc(OCCC(=O)OCC(=O)NC2CCCC2)cc1	105	1	6	4	103	-3	1.2	-2	0

Compound activity from PubChem BioAssay.
